DT40 TDP1 no CPT: qHTS for Inhibitors of human tyrosyl-DNA phosphodiesterase 1 (TDP1): qHTS in cells in absence of CPT | DT40 Tdp1-/- hTDP1 cells, no CPT, ATP luminescence, 48 h | Potency, µM (top dose mostly 46.2 µM), without a hit: at the top dose activity change, negative = growth inhibition, most hits filed as inhibitors | actives 15% (n = 420,000) | AID 686978, 2013; further: nearly all actives have a fitted effect of over 55% in size
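Chicken DT40 Tdp1-/- cells complemented with human TDP1, screened without camptothecin (DMSO vehicle only), 400 cells/well. Compounds pin-transferred, cells incubated at 37 °C for at least 48 hr. Growth read as ATP-dependent luminescence (CellTiter-Glo, 30 min at RT).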
TDP1 cell CPT: growth inhibition of DT40 Tdp1-/-;hTDP1 cells with camptothecin (screen for TDP1 inhibitors). chicken DT40 Tdp1-/-;hTDP1 cells + 20 nM CPT, ATP luminescence, 48 h. Potency, µM (series often up to 46.2 µM), for the others: at the top dose activity change, negative = growth inhibition, hits mostly inhibitors. actives 12% (n = 420,000). AID 686979; further: nearly all actives have a fitted effect of over 55% in size
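Chicken DT40 Tdp1-/- cells complemented with human TDP1, 400 cells/well, exposed to compounds plus 20 nM camptothecin for at least 48 h at 37 C; viability read as ATP content by CellTiter-Glo luminescence.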
TDP1 block: TDP1 (human) enzyme inhibition | Q9NUW8 | recombinant TDP1, AlphaScreen DNA substrate cleavage | Potency, µM (series often up to 130 µM), for inactives: at the highest dose activity change, negative = inhibition, most hits filed as inhibitors | actives 0.28% (n = 350,000) | AID 485290; further: nearly all actives have a fitted effect of over 40% in size
Target sequence (Q9NUW8 whole entry, looked up): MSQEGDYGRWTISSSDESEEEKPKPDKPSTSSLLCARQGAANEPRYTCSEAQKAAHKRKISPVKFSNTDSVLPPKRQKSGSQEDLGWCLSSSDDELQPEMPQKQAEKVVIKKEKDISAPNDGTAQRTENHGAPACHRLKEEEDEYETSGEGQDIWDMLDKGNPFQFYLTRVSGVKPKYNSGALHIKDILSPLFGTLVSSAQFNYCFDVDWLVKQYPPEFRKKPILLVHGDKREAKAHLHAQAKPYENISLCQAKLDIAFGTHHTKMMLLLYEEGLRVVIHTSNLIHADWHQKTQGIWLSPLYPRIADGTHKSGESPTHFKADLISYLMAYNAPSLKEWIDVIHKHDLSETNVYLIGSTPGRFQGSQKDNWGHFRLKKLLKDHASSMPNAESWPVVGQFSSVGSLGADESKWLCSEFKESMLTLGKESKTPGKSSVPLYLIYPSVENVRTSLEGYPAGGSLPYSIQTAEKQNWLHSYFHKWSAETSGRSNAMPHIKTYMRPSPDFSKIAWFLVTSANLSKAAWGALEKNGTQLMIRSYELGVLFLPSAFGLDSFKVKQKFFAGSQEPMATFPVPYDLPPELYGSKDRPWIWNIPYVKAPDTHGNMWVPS
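AlphaScreen read-out: signal falls as enzyme removes the 3' tyrosine-FITC from a 5'-biotinylated DNA oligo (15 nM, 5 min, RT). Enzyme was E. coli-made recombinant Tdp1 at 1 nM, exposed to compound for 15 min beforehand; beads 10 ug/ml, 10 min.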
An asterisk follows results filed as active; [ ] = dose if it differs, or a comment. The call rests on the fitted dose curve; in most records, active means well fitted curve in the direction sought with a large enough effect; inconclusive means small, poorly fitted or top-dose-only effect, or another doubt; inactive means no such curve, though single readings can be large; an effect the other way counts as inactive or inconclusive. On the % scale 0 is the no-effect control and ±100 the full control effect; potency means the concentration at half of the fitted maximal effect.

`CCOC(=O)N1CCN(C(=O)CSc2ccc(-c3cccc(OC)c3)nn2)CC1` gave DT40 TDP1 no CPT inconclusive, TDP1 cell CPT inconclusive and TDP1 block 0%.
For O=C(CCNS(=O)(=O)c1cccc2nonc12)NC1CCCc2ccccc21 (configuration not stated) the results were DT40 TDP1 no CPT -17%, TDP1 cell CPT 2% and TDP1 block 3%.
For CC(C)c1ccc(C2(C)NC(=O)N(C(C)C(=O)Nc3ccc(N4CCOCC4)cc3)C2=O)cc1 (configuration not stated) the results were DT40 TDP1 no CPT 26µM*, TDP1 cell CPT 15µM* and TDP1 block 4%.
`CC(C)c1ccc(NC(=O)COC(=O)Cn2cnc3c2c(=O)n(C)c(=O)n3C)cc1` gave DT40 TDP1 no CPT -3% and TDP1 cell CPT -1%.
`CCCS(=O)(=O)NC(=O)C1(C)CCN(C(=O)c2ccc(C(=O)OC)cc2)C1` (configuration not stated) gave DT40 TDP1 no CPT -15% and TDP1 cell CPT 2%.
COc1ccccc1CN1CC[C@@]2(CCCN(C(=O)c3cnccn3)C2)C1 was read as DT40 TDP1 no CPT -13% and TDP1 cell CPT 1%.
`CC(=Cc1cccs1)C(=O)c1ccccc1` gave DT40 TDP1 no CPT inconclusive and TDP1 cell CPT -5%.
Screening CCn1cc(C(=O)OCC(=O)Nc2cccc(Cl)c2C)c(=O)c2ccc(C)nc21 returned DT40 TDP1 no CPT -11%, TDP1 cell CPT -5% and TDP1 block 1%.
CNc1ccc(-c2cccc(CO)c2)cn1 was read as DT40 TDP1 no CPT -14% and TDP1 cell CPT inconclusive.
Screening O=C(OCc1ccccc1)N1CCN(C(c2ccnc3ccccc23)c2nnnn2-c2ccc3c(c2)OCCO3)CC1 (configuration not stated) returned DT40 TDP1 no CPT 8.2µM* and TDP1 cell CPT 23µM*.
For COc1ccc(O)c(/C=N/NC(=S)Nc2cccnc2)c1 the results were DT40 TDP1 no CPT 18µM*, TDP1 cell CPT inconclusive and TDP1 block 3%.
Screening CCc1ccc(CN(Cc2ccco2)C(=O)c2ccc(OC)cc2)cc1 returned DT40 TDP1 no CPT 23µM*, TDP1 cell CPT inconclusive and TDP1 block 7%.
Screening CCc1ccc(C(=O)COC(=O)c2cccc(N3C(=O)c4c(C)nc5ccccc5c4C3=O)c2)cc1 returned DT40 TDP1 no CPT -17%, TDP1 cell CPT 3% and TDP1 block 6%.
CC1CC(C)CN(CCCNC(=O)C2CCC(=O)N2C2CCCC2)C1 (configuration not stated) was read as DT40 TDP1 no CPT -3%, TDP1 cell CPT -10% and TDP1 block 0%.
For CCN(CCCNC(=O)CCNC(=O)Cn1ccc2ccccc2c1=O)c1ccccc1 the results were DT40 TDP1 no CPT inconclusive, TDP1 cell CPT inconclusive and TDP1 block 3%.
For O=C(Cc1ccc(Cl)cc1)N/N=C/c1ccncc1 the results were DT40 TDP1 no CPT -24%, TDP1 cell CPT -8% and TDP1 block -2%.
Screening CCCN(c1ccc(C(C)C)cc1)S(=O)(=O)c1ccc2c(c1)oc(=O)n2CC(=O)OCC returned DT40 TDP1 no CPT inconclusive, TDP1 cell CPT inconclusive and TDP1 block -8%.
Cc1[nH]c2ccccc2c1C(=O)CSc1nncn1C was read as DT40 TDP1 no CPT 4%, TDP1 cell CPT -11% and TDP1 block -5%[56.1 µM].
For CCc1nn(CC(=O)NCCc2ccc(SC)cc2)c(=O)c2cc3sccc3n12 the results were DT40 TDP1 no CPT -3%, TDP1 cell CPT -8% and TDP1 block 3%.
Cc1cccc(C)c1NC(=O)C(=O)NCCc1c[nH]c2ccccc12 was read as DT40 TDP1 no CPT inconclusive, TDP1 cell CPT -21% and TDP1 block 4%.
Cc1ccc(C(=O)OC(C(=O)Nc2ccc(Cl)cc2C(F)(F)F)c2ccccc2)cc1 (configuration not stated) was read as DT40 TDP1 no CPT 23µM*, TDP1 cell CPT inconclusive and TDP1 block 1%.
For Cc1[nH]n(-c2ccccc2)c(=O)c1N=Nc1nccs1 the results were DT40 TDP1 no CPT 23µM*, TDP1 cell CPT 18µM* and TDP1 block 8%.
CC1(C)Cc2c(sc3nc(-c4ccccc4)n(N)c(=O)c23)CO1 was read as DT40 TDP1 no CPT -31%, TDP1 cell CPT -37% and TDP1 block 2%.
CC1(C(=O)Nc2cnc3ccccc3c2)CCN1C(=O)CC(c1ccccc1)c1ccccc1 (configuration not stated) was read as DT40 TDP1 no CPT 16µM* and TDP1 cell CPT inconclusive.
Screening Cc1noc(C)c1CSCC(=O)NCCN1C(=O)S/C(=C\c2ccccc2F)C1=O returned DT40 TDP1 no CPT inconclusive, TDP1 cell CPT inconclusive and TDP1 block 4%.
For CC(C)C(=O)NC(NC(=S)Nc1cccc2cccnc12)C(Cl)(Cl)Cl (configuration not stated) the results were DT40 TDP1 no CPT 16µM*, TDP1 cell CPT 8.2µM* and TDP1 block 8%.
For CN(C)C=Nc1ccc(Cl)c(Cl)c1 the results were DT40 TDP1 no CPT -11%, TDP1 cell CPT 12% and TDP1 block 4%.
Screening CSC(=S)N/N=C(\C)c1ccc(Br)cc1 returned DT40 TDP1 no CPT 2.9µM*, TDP1 cell CPT inconclusive and TDP1 block 2%.
Screening Cc1cc(C)cc(NC(=O)COC(=O)CN=C2NS(=O)(=O)c3ccccc32)c1 returned DT40 TDP1 no CPT -20%, TDP1 cell CPT -11% and TDP1 block -8%.
O=C(COc1ccccc1)NC1CCN(Cc2ccccc2)CC1 was read as DT40 TDP1 no CPT -8%, TDP1 cell CPT -28% and TDP1 block 0%.
OC(c1cccc(Cl)c1)c1nccc2ccccc12 (configuration not stated) was read as DT40 TDP1 no CPT -9% and TDP1 cell CPT -23%.
For FC(F)(F)c1cccc(N2CCN(C(=S)NCC3CCCO3)CC2)c1 (configuration not stated) the results were DT40 TDP1 no CPT 23µM*, TDP1 cell CPT inconclusive and TDP1 block 8%.
For Cc1c(NC(=O)CSc2nc3ccccc3[nH]2)c(=O)n(-c2ccccc2)n1C the results were DT40 TDP1 no CPT 9%, TDP1 cell CPT -1% and TDP1 block 2%.
CC(NC(=O)COC(=O)C1=COCCO1)C12CC3CC(CC(C3)C1)C2 (configuration not stated) was read as DT40 TDP1 no CPT -12%, TDP1 cell CPT 1% and TDP1 block -5%.
Cc1ccc2c(c1)Cc1c(nc(-c3ccc(F)cc3)nc1SCC(=O)N1CCCCC1)O2 was read as DT40 TDP1 no CPT -5%, TDP1 cell CPT 6% and TDP1 block 1%.
`O=C(COc1ccc(F)cc1)Nc1ccc2nc(SCC(=O)N3CCOCC3)sc2c1` gave DT40 TDP1 no CPT 12µM*, TDP1 cell CPT 10µM* and TDP1 block 3%.
For O=C(NCc1nnnn1-c1ccc(Cl)cc1)C1CC(=O)N(c2ccc(F)cc2)C1 (configuration not stated) the results were DT40 TDP1 no CPT inconclusive and TDP1 cell CPT -26%.
Screening CCCn1c(SCC(=O)NC(C)C)nc2sc3c(c2c1=O)CCC3 returned DT40 TDP1 no CPT inconclusive, TDP1 cell CPT -21% and TDP1 block 1%.
C=CCOc1ccc(C=NNc2ccc(S(=O)(=O)Nc3ccccc3C(=O)O)cc2[N+](=O)[O-])cc1OC was read as DT40 TDP1 no CPT 17%, TDP1 cell CPT -5% and TDP1 block -16%.
Screening O=C(Cc1ccc(F)cc1)Nc1ccccc1N1CCCC1 returned DT40 TDP1 no CPT inconclusive, TDP1 cell CPT inconclusive and TDP1 block 8%.
Screening O=C(CC(NCc1cccnc1)C(=O)O)Nc1ccc(F)cc1 (configuration not stated) returned DT40 TDP1 no CPT 7% and TDP1 cell CPT -3%.
`O=C(Nc1ccncc1NC(=O)c1cccc([N+](=O)[O-])c1)c1cccc([N+](=O)[O-])c1` gave DT40 TDP1 no CPT -23%, TDP1 cell CPT -25% and TDP1 block -5%.
Screening O=[N+]([O-])c1ccccc1CSc1nnc2ccccn12 returned DT40 TDP1 no CPT 9%, TDP1 cell CPT 7% and TDP1 block -5%.
For CCCSc1nnc2c(n1)OC(c1ccc(Br)s1)Nc1ccccc1-2 (configuration not stated) the results were DT40 TDP1 no CPT -28% and TDP1 cell CPT -8%.
`COc1cc(C)nc(N2CCC(C(=O)NCC3CCCO3)CC2)n1` (configuration not stated) gave DT40 TDP1 no CPT -8%, TDP1 cell CPT inconclusive and TDP1 block 1%.
CCOc1ccc(OCC)c(NC(=O)C2CCCN(S(=O)(=O)c3c(C)n[nH]c3C)C2)c1 (configuration not stated) was read as DT40 TDP1 no CPT -24%, TDP1 cell CPT -13% and TDP1 block 11%.
Screening Cc1ccccc1Cn1nc(C)c(NC(=O)C2(C)CC2(Cl)Cl)c1C (configuration not stated) returned DT40 TDP1 no CPT -4%, TDP1 cell CPT -14% and TDP1 block 4%.
COc1ccc(C(=O)Nc2ccc3oc(-c4cccc(F)c4)nc3c2)cc1OC was read as DT40 TDP1 no CPT inconclusive, TDP1 cell CPT inconclusive and TDP1 block 1%.
For CC(OC(=O)CCC(=O)c1ccccc1)C(=O)Nc1ccc(F)cc1 (configuration not stated) the results were DT40 TDP1 no CPT -20% and TDP1 cell CPT -4%.
For Cc1cc(C(=O)NCc2cccs2)cs1 the results were DT40 TDP1 no CPT -20%, TDP1 cell CPT -12% and TDP1 block 6%.
`CN1C(=O)c2ccccc2Sc2ccc(NC(=O)N3CCN(c4ccccc4F)CC3)cc21` gave DT40 TDP1 no CPT inconclusive, TDP1 cell CPT inconclusive and TDP1 block 6%.
O=C(CNC(=O)[C@@H]1Cc2ccccc2CN1)NC1CCCC1 was read as DT40 TDP1 no CPT 9%, TDP1 cell CPT -1% and TDP1 block 1%.
For O=C(CN(Cc1ccco1)C(=O)Cn1nnc(-c2ccc(F)cc2)n1)NC1CCCC1 the results were DT40 TDP1 no CPT inconclusive, TDP1 cell CPT inconclusive and TDP1 block 5%.
`COc1ccc(NC(=O)CC2(Cc3ccccc3)CCOC(C)(C)C2)cc1` (configuration not stated) gave DT40 TDP1 no CPT inconclusive, TDP1 cell CPT -1% and TDP1 block 3%.
For COC(=O)CC1=C(C(=O)OC)C(c2ccncc2)C(C#N)=C(N)O1 (configuration not stated) the results were DT40 TDP1 no CPT -19%, TDP1 cell CPT inconclusive and TDP1 block 2%.
Screening Cc1oc(C(=O)O)cc1COc1ccc2c(C)cc(=O)oc2c1 returned DT40 TDP1 no CPT -5%, TDP1 cell CPT 18% and TDP1 block inconclusive.
Screening Cc1cccc(N2CC(C(=O)Nc3ccc(S(=O)(=O)NCC4CCCO4)cc3)CC2=O)c1C (configuration not stated) returned DT40 TDP1 no CPT -25%, TDP1 cell CPT inconclusive and TDP1 block 19%.
`CCc1ccccc1NC(=O)CN1CCN(C(=O)CCC(=O)N2CCC(c3ccccc3)=N2)CC1` gave DT40 TDP1 no CPT 26µM*, TDP1 cell CPT 15µM* and TDP1 block 0%[56.1 µM].
For CC(C)[C@H](NC(=O)c1ccccc1)C(=O)Nc1ccc2c(c1)OCO2 the results were DT40 TDP1 no CPT 1%, TDP1 cell CPT -5% and TDP1 block 4%.

Quoted from the results shown, 9 compounds:
`CCOC(=O)N1CCN(C(=O)CSc2ccc(-c3cccc(OC)c3)nn2)CC1` gave DT40 TDP1 no CPT inconclusive, TDP1 cell CPT inconclusive and TDP1 block 0%.
For O=C(CCNS(=O)(=O)c1cccc2nonc12)NC1CCCc2ccccc21 (configuration not stated) the results were DT40 TDP1 no CPT -17%, TDP1 cell CPT 2% and TDP1 block 3%.
For CC(C)c1ccc(C2(C)NC(=O)N(C(C)C(=O)Nc3ccc(N4CCOCC4)cc3)C2=O)cc1 (configuration not stated) the results were DT40 TDP1 no CPT 26µM*, TDP1 cell CPT 15µM* and TDP1 block 4%.
`CC(C)c1ccc(NC(=O)COC(=O)Cn2cnc3c2c(=O)n(C)c(=O)n3C)cc1` gave DT40 TDP1 no CPT -3% and TDP1 cell CPT -1%.
`CCCS(=O)(=O)NC(=O)C1(C)CCN(C(=O)c2ccc(C(=O)OC)cc2)C1` (configuration not stated) gave DT40 TDP1 no CPT -15% and TDP1 cell CPT 2%.
COc1ccccc1CN1CC[C@@]2(CCCN(C(=O)c3cnccn3)C2)C1 was read as DT40 TDP1 no CPT -13% and TDP1 cell CPT 1%.
`CC(=Cc1cccs1)C(=O)c1ccccc1` gave DT40 TDP1 no CPT inconclusive and TDP1 cell CPT -5%.
Screening CCn1cc(C(=O)OCC(=O)Nc2cccc(Cl)c2C)c(=O)c2ccc(C)nc21 returned DT40 TDP1 no CPT -11%, TDP1 cell CPT -5% and TDP1 block 1%.
CNc1ccc(-c2cccc(CO)c2)cn1 was read as DT40 TDP1 no CPT -14% and TDP1 cell CPT inconclusive.

Source: PubChem
